# Screens deposited in PubChem by several laboratories.
# HPDE-C7 viability: cytotoxicity in HPDE-C7 cells, cell-based, fluorescence, HTS (AID 430) | 63,000 compounds, 1.8% hits | one-dose cytotoxicity, % at 10 µM; EC50 in µM for titrated hits | HPDE-C7 pancreatic duct cells viability, fluorescence; higher % means a stronger effect;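 further: cells exposed to compound for 48 hours before viability readout; 0% = vehicle and 100% = reference cytotoxic drug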
# LYP phosphatase: LYP phosphatase inhibitors, primary screen, biochemical, DiFMUP fluorescence, recombinant catalytic domain, 10 µM (AID 606); inhibition, % at 10 µM; hits with a dose series show IC50 in µM; recombinant LYP catalytic domain, DiFMUP fluorescence; higher % means a stronger effect; 52,000 tested, under 10 active;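 active means IC50 under 40 µM in the dose-response test; inactive means IC50 of 40 µM or more, or never dose-tested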
# Alkaline phosphatase: inhibition of tissue-nonspecific alkaline phosphatase – biochemical, luminescent (AID 518). purified TNAP enzyme, luminescent substrate readout; higher % means a stronger effect. inhibition, % at 20 µM, or IC50 in µM where a hit was titrated. 64,000 compounds, 0.09% hits; in the data active means a potency from the dose series; inactive means the rest, 99 in 100 with inhibition below about 22%;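 further: plate controls were vehicle for no effect and reference inhibitor for full effect; many of its hits are not listed in these tables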
# DPM-DC inhibit: inhibitors of Streptococcus pneumoniae diphosphomevalonate decarboxylase | purified DPM-DC, PK/LDH coupled NADH fluorescence | calls only at 10 µM | 65,000 compounds, 0.49% hits;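 active means the 320 compounds with the highest percent inhibition in the single-dose primary screen, excluding strongly autofluorescent ones, cut at about 32% in these data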;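 further: kinetic rate of NADH fluorescence loss reporting ADP formed by the decarboxylase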
# PMK inhibit: inhibitors of Streptococcus pneumoniae phosphomevalonate kinase; purified PMK, PK/LDH-coupled NADH absorbance 340 nm; inhibition, % at 10 µM; 65,000 compounds, 0.49% hits; AID 539;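 active means top-ranked compounds by inhibition in the single 10 µM screen, taking a fixed number of the strongest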;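 further: 0% = full reaction with DMSO carrier and 100% = background rate without enzyme reaction; no value below 0 was filed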
# Bfl-1 displacement: displacement of Bid BH3 peptide from Bfl-1 – biochemical, fluorescence polarization, FITC-Bid, mouse, primary screen (AID 432); FITC-Bid BH3 peptide fluorescence polarization displacement; higher % means a stronger effect; one-dose displacement, % at 20 µM; IC50 in µM for titrated hits; 64,000 compounds, 0.02% hits; in the data active means a potency from the dose series; inactive means the rest, 99 in 100 with displacement below about 15%; further: strong numbers were not always called active
# HT1080 viability: cytotoxicity in HT1080 fibrosarcoma cells, cell-based, fluorescence readout (AID 620); HT1080 viability, fluorescence; higher % means a stronger effect; cytotoxicity, % at 10 µM; hits with a dose series show EC50 in µM; 87,000 compounds, 0.42% hits;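 further: cells exposed to compound overnight then 4 h with Alamar Blue; 0% = vehicle DMSO and 100% = killing control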
# KRASV12 cytotoxicity: viability loss of HPDE-C7K cells – cell-based, fluorescence, HTS, primary screen (AID 431); HPDE-C7K KRASV12 cells, Alamar Blue viability, 48 h; higher % means a stronger effect; cytotoxicity, % at 10 µM, or EC50 in µM where a hit was titrated; 63,000 compounds, 1.7% hits;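 active means compounds whose percent cytotoxicity in the single-dose primary screen, scaled between solvent and toxic-drug controls, exceeds 50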;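 further: 0% = DMSO solvent wells and 100% = doxorubicin-treated wells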
# MK inhibit: inhibitors of Streptococcus pneumoniae mevalonate kinase. AID 555. purified MK, PK/LDH-coupled NADH absorbance 340 nm. 65,000 compounds, 0.48% hits. inhibition, % at 10 µM;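 active means ranked among the strongest by inhibition in the single 10 µM screen, a fixed top-ranked set picked for dose follow-up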; further: no value below 0 was filed
# PMK inhibit pilot replicates: further read-out of PMK inhibit, marked with its call; inhibition, %; measured here: pilot screen replicates
# MK inhibit pilot replicates: recorded beside MK inhibit, whose call it bears; inhibition, %; measured here: pilot screen replicates
# DPM-DC inhibit pilot screen %: second read-out of DPM-DC inhibit, no call of its own (marks repeat the call); inhibition, %; measured here: pilot screen trials
# * = called active by the depositor; i = inactive; . = not tested or not shown. Unless noted, no stated cut-off is given here; in the data, active means cytotoxicity above about 50%; inactive means the rest.
SMILES,HPDE-C7 viability,LYP phosphatase,Alkaline phosphatase,DPM-DC inhibit,PMK inhibit,Bfl-1 displacement,HT1080 viability,KRASV12 cytotoxicity,MK inhibit,others
Cc1cc(C)c2c(n1)sc1c(O)cc(=O)[nH]c12,9%,19%,13%,.,0,-6%,8%,2%,14,
COc1ccccc1CC(=O)N1CCN(c2cccc(C(F)(F)F)c2)CC1,-10%,-2%,8%,i,9,-2%,-8%,-2%,11,
Cn1c(=O)c2c(ncn2CC(=O)OCC(=O)NC2CCCc3ccccc32)n(C)c1=O (stereo not given),-3%,14%,0%,i,9,-6%,-1%,-2%,1,PMK inhibit pilot replicates=0.0;MK inhibit pilot replicates=2.0;DPM-DC inhibit pilot screen %=0.0
O=C(c1ccc2c3c(cccc13)CC2)N1CCN(c2ncccn2)CC1,2%,.,16%,i,7,-3%,10%,6%,8,
CCOC(=O)CNc1c(-c2ccc(O)cc2)nc2ccc(Cl)cn12,-6%,-3%,5%,i,5,2%,37%,1%,6,
CCOc1ccc2ccccc2c1C(=O)N1CCN(c2ccccc2)CC1,50%*,8%,14%,i,2,-14%,23%,46%,14,PMK inhibit pilot replicates=1.0;MK inhibit pilot replicates=0.0;DPM-DC inhibit pilot screen %=0.5
O=C(NCCN1CCN(c2ccccc2)CC1)C1CCN(S(=O)(=O)c2cccc3nonc23)CC1,-17%,5%,8%,i,2,4%,4%,-8%,0,
CCNC(=O)C1CC(=O)N(Cc2ccc3c(c2)OCO3)C(=Nc2ccc(OCC)cc2)S1 (stereo not given),-4%,10%,2%,i,11,-1%,5%,10%,4,PMK inhibit pilot replicates=2.0;MK inhibit pilot replicates=0.0;DPM-DC inhibit pilot screen %=1.0
Cc1cc(NCCCN2CCOCC2)n2c(nc3ccccc32)c1C#N,5%,0%,-1%,.,8,-10%,6%,9%,22,
O=C(CN1CCN(C(=O)c2cccs2)CC1)Nc1ccc(Br)cc1,-4%,-3%,0%,i,9,-4%,3%,-7%,0,
Cc1cc(C)c(C(=O)CSc2nnc(-c3ccccc3Br)o2)cc1C,46%,15%,10%,i,8,-5%,-3%,41%,0,PMK inhibit pilot replicates=0.5;MK inhibit pilot replicates=0.0;DPM-DC inhibit pilot screen %=0.0
CC(=O)N(Cc1ccccc1)c1ccc(C(=O)O)cc1,0%,18%,4%,i,0,-8%,1%,-4%,0,
Cc1nnc(N(Cc2ccco2)C(=O)c2cccc(C#N)c2)s1,5%,13%,11%,i,5,-4%,1%,-2%,14,PMK inhibit pilot replicates=0.0;MK inhibit pilot replicates=0.0;DPM-DC inhibit pilot screen %=0.0
CC(C)NC(=O)Cn1c(SCC(=O)N2CCCc3ccccc32)nc2ccccc21,-6%,.,-6%,i,12,-1%,-4%,-16%,5,
COC(=O)c1ccc(OCc2nc(N)nc(N3CCOCC3)n2)cc1,-19%,-2%,-2%,i,10,14%,14%,-3%,0,
Cn1c(=O)cc(OCC(=O)NC2CCCCC2)c2ccccc21,-8%,.,5%,i,12,9%,.,4%,5,
CN1CCN(S(=O)(=O)c2ccc(-c3ccc(S(=O)(=O)N4CCN(C)CC4)cc3)cc2)CC1,.,9%,7%,i,17,-4%,2%,.,4,
Cc1cc(O)ccc1NC(=O)c1ccccc1,2%,9%,11%,i,10,-5%,-1%,-13%,9,
CCOC(=O)C(C)n1cnc2c(nnn2-c2cccc(Cl)c2)c1=O (stereo not given),-7%,-2%,5%,i,11,4%,12%,6%,4,
COC(=O)Cc1[nH]nc2c1C(c1cccc(OC)c1OC)C(C#N)=C(N)O2 (stereo not given),1%,11%,4%,i,7,3%,-5%,3%,8,
CC1=C(C(=O)OCc2ccccc2)C(c2ccco2)C2=C(CC(C)(C)CC2=O)N1 (stereo not given),23%,10%,10%,i,10,-2%,-6%,7%,1,
CCN(CCNC(=O)c1cccc(N2CCCC2=O)c1)c1ccccc1,-10%,.,6%,i,19,-1%,.,0%,0,
CCCCn1c2c(c(=O)n(C)c1=O)C(CC(=O)OCC(=O)Nc1cccc(C(F)(F)F)c1)C(=O)N2 (stereo not given),-10%,2%,4%,i,10,-13%,0%,-5%,5,
O=C(CC(=O)c1cc(Cl)ccc1O)c1ccccc1,32%,1%,22%,i,0,-8%,5%,22%,5,PMK inhibit pilot replicates=0.0;MK inhibit pilot replicates=0.0;DPM-DC inhibit pilot screen %=2.0
CC(Nc1cc(=O)n(C)c(=O)[nH]1)c1ccccc1 (stereo not given),-11%,13%,12%,i,12,-5%,-1%,-13%,14,
NC(=O)c1ccsc1NC(=O)CSc1nc2ccccc2c(=O)n1CCCO,4%,12%,4%,i,16,-2%,-2%,10%,0,
O=S(=O)(c1ccc(Oc2ccc(S(=O)(=O)N3CCOCC3)cc2)cc1)N1CCOCC1,-12%,10%,10%,i,11,-10%,-8%,-9%,3,
CCC1Oc2ccc(C)cc2N(CC(=O)NCCC2=CCCCC2)C1=O (stereo not given),4%,3%,4%,i,10,0%,14%,0%,0,
Cc1nc(S(=O)(=O)N2CCOCC2)c(C#N)c(C)c1Cl,-18%,-3%,4%,i,7,-2%,-3%,2%,0,
CCOC(=O)c1sc(=NC(=O)c2cc(OC)c(OC)c(OC)c2)n(C)c1C,-3%,9%,0%,.,9,-2%,-3%,-21%,6,
CC(=O)OCC(=O)[C@@]1(O)CC[C@H]2[C@@H]3CCC4=CC(=O)CC[C@]4(C)[C@H]3C(=O)C[C@@]21C,5%,7%,9%,i,10,-2%,-4%,-21%,9,PMK inhibit pilot replicates=3.0;MK inhibit pilot replicates=0.0;DPM-DC inhibit pilot screen %=0.0
O=C(NCc1cccnc1)NC1CCCN1S(=O)(=O)c1ccc(Cl)cc1 (stereo not given),3%,4%,15%,i,5,-3%,-7%,-15%,0,
CN1CCN(S(=O)(=O)c2ccc(NC(=O)c3ccc(Br)s3)cc2)CC1,5%,3%,-2%,i,4,5%,11%,11%,6,
O=C1c2oc3ccc(Cl)cc3c(=O)c2C(c2cccnc2)N1Cc1ccco1 (stereo not given),-6%,-5%,22%,i,16,-6%,8%,7%,9,
Cc1ccc(Nc2nc(C(=O)N3CCC(C(=O)N4CCN(C)CC4)CC3)cs2)cc1,-11%,7%,8%,i,4,-4%,-6%,-20%,1,
C/C=C/Cn1c(Br)nc2c1c(=O)[nH]c(=O)n2C,2%,-20%,15%,i,8,-4%,10%,6%,7,PMK inhibit pilot replicates=2.5;MK inhibit pilot replicates=0.0;DPM-DC inhibit pilot screen %=1.5
COc1ccc(C)cc1-n1nnnc1SCC(=O)c1ccc2c(c1)OCCO2,12%,10%,8%,i,4,-3%,-4%,18%,2,
COc1cccc2c(=O)n(CC(=O)N3CCN(c4ccccc4)CC3)ccc12,47%,23%,4%,i,11,8%,-4%,1%,1,
C=CCN1C(=O)C(CC(=O)NCC)SC1=Nc1ccc(S(N)(=O)=O)cc1 (stereo not given),6%,-2%,8%,i,8,15%,-2%,6%,1,
COc1ccc(C2c3c(oc4ccccc4c3=O)C(=O)N2Cc2ccncc2)cc1OC (stereo not given),-4%,12%,6%,i,8,-7%,10%,-11%,12,PMK inhibit pilot replicates=2.5;MK inhibit pilot replicates=1.5;DPM-DC inhibit pilot screen %=5.0
COC(=O)Nc1cc(C(F)(F)F)ccc1N1CCN(c2ccccc2)CC1,1%,5%,6%,i,0,-7%,-3%,3%,3,
CCOc1ccc2[nH]c(=O)c(C(c3nnnn3Cc3ccco3)N3CCCC(C)C3)cc2c1 (stereo not given),3%,3%,9%,i,6,4%,0%,0%,6,
O=C(c1ccco1)N1CCN(C(=O)C2CC(c3ccc(Cl)c(Cl)c3)=NO2)CC1 (stereo not given),10%,5%,8%,i,10,2%,12%,15%,9,
Cc1ccccc1C(=O)N1CCN(c2ccc(NC(=O)c3ccco3)cc2Cl)CC1,12%,5%,3%,i,0,1%,-1%,14%,6,
C=CCNC(=O)NC(=O)COC(=O)CCCSc1nc2ccccc2[nH]1,3%,-8%,8%,i,15,4%,4%,6%,1,
COc1nc(-c2ccc(C)cc2)ccc1-c1noc(-c2cccnc2)n1,22%,.,8%,.,15,-5%,15%,15%,0,
C=CCn1c(NC)cc(=O)n(C)c1=O,-2%,13%,-10%,i,14,0%,10%,8%,8,
Cc1cccc(C(=O)NC2CC3CCCC(C2)N3C(=O)NC2CCCCC2)c1 (stereo not given),-2%,.,0%,i,4,-3%,6%,-2%,5,
Cc1scc(C(=O)Nc2ccon2)c1-c1ccccc1,-7%,16%,10%,i,1,-2%,.,-5%,7,
Cc1ccc2c(NC(=O)C3CC3)cccc2n1,10%,4%,12%,i,11,-5%,6%,3%,0,

# Reprinted from the part before: 3 entries, followed by the next part.
SMILES,HPDE-C7 viability,LYP phosphatase,Alkaline phosphatase,DPM-DC inhibit,PMK inhibit,Bfl-1 displacement,HT1080 viability,KRASV12 cytotoxicity,MK inhibit,others
Cc1cccc(C(=O)NC2CC3CCCC(C2)N3C(=O)NC2CCCCC2)c1 (stereo not given),-2%,.,0%,i,4,-3%,6%,-2%,5,
Cc1scc(C(=O)Nc2ccon2)c1-c1ccccc1,-7%,16%,10%,i,1,-2%,.,-5%,7,
Cc1ccc2c(NC(=O)C3CC3)cccc2n1,10%,4%,12%,i,11,-5%,6%,3%,0,
CS(=O)(=O)N(CC(=O)NCc1ccc2c(c1)OCO2)Cc1ccccc1,-18%,3%,3%,i,1,11%,6%,-31%,6,
COc1ccc(NC(=O)CSC2=NC(=O)CC(C)=N2)cc1,-15%,2%,1%,i,15,-3%,-6%,-9%,0,
COc1ccc2[nH]c(=O)c(CN(Cc3nnnn3Cc3ccco3)C3CCCCC3)cc2c1,25%,0%,19%,i,7,-5%,-1%,14%,14,
COc1ccc(OC)c(NC(=O)C(CC(C)C)NC(=O)C2CCCCC2)c1 (stereo not given),-9%,3%,8%,i,0,-4%,32%,-12%,10,
COC(=O)COc1ccc(S(=O)(=O)Nc2ccc3c(c2)OCO3)cc1,3%,7%,10%,i,13,-2%,2%,0%,11,
CC(=O)C1=C(O)C=C(c2ccco2)CC1c1ccco1 (stereo not given),-4%,6%,8%,i,18,2%,6%,3%,0,
COc1ccc(-c2cc(C(F)F)n3ncc(C(=O)N4CCSCC4)c3n2)cc1,1%,.,4%,.,8,-19%,4%,3%,15,
Cc1onc(-c2ccccc2Cl)c1C(=O)NCc1ccco1,0%,7%,5%,i,3,-1%,-1%,1%,6,
CC1Cc2ccccc2N1C(=O)CSc1nnc2n1C(C)(C)Cc1ccccc1-2 (stereo not given),-1%,4%,11%,i,18,-3%,2%,0%,10,PMK inhibit pilot replicates=3.5;MK inhibit pilot replicates=0.0;DPM-DC inhibit pilot screen %=0.0
